RGS4 inh = human RGS4 inhibition. Transcreener GDP fluorescence polarization, RGS4-accelerated GTP hydrolysis. P49798. actives 0.039% (n = 390,000). Potency, µM (highest dose often 114 µM), inactives show at the highest dose activity change, negative = inhibition, actives largely listed as inhibitors. AID 504845; also: potency is read from the fitted curve at half-maximal effect; % is scaled to controls: 0 for no effect and ±100 for the full control effect; nearly all actives have a fitted effect of over 75% in size; some results filed as inactive show a strong effect at the top dose
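MLSMR compounds (23 nl, pin-transferred) preincubated 10 min at room temperature with a 500nM (2x) first reagent, then RGS4 at 900nM (2x) plus Transcreener GDP mix added; fluorescence polarization (620/688 nm) read before and after 90 min at 30 °C.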
GLS inh = glutaminase GLS (human) inhibition. GLS enzymatic activity, qHTS titration. Potency, µM (highest dose often 45.5 µM), inactives show top-dose activity change, negative = inhibition, actives largely listed as inhibitors. actives 0.21% (n = 410,000). AID 624170; also: potency is read from the fitted curve at half-maximal effect; % is scaled to controls: 0 for no effect and ±100 for the full control effect
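Coupled fluorescence readout: glutamate oxidase/HRP/Amplex Red detect glutamate formed by hKGA from L-glutamine (1 mM solution added). Buffer 45 mM KH2PO4 pH 8.2, 0.02% Tween-20; reads at t0 and 30 min RT.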
JMJD2A Tudor inh = blocks the human JMJD2A Tudor domain; AID 504339; Potency, µM (highest dose often 114 µM), inactives show top-dose activity change, negative = inhibition, usual class: inhibitors; AlphaScreen JMJD2A-Tudor / H3K4me3 peptide binding; actives 4.4% (n = 390,000); O75164; also: potency is read from the fitted curve at half-maximal effect; % is scaled to controls: 0 for no effect and ±100 for the full control effect; nearly all actives have a fitted effect of over 50% in size
Target sequence (O75164 whole entry, looked up, the tested form may be a part): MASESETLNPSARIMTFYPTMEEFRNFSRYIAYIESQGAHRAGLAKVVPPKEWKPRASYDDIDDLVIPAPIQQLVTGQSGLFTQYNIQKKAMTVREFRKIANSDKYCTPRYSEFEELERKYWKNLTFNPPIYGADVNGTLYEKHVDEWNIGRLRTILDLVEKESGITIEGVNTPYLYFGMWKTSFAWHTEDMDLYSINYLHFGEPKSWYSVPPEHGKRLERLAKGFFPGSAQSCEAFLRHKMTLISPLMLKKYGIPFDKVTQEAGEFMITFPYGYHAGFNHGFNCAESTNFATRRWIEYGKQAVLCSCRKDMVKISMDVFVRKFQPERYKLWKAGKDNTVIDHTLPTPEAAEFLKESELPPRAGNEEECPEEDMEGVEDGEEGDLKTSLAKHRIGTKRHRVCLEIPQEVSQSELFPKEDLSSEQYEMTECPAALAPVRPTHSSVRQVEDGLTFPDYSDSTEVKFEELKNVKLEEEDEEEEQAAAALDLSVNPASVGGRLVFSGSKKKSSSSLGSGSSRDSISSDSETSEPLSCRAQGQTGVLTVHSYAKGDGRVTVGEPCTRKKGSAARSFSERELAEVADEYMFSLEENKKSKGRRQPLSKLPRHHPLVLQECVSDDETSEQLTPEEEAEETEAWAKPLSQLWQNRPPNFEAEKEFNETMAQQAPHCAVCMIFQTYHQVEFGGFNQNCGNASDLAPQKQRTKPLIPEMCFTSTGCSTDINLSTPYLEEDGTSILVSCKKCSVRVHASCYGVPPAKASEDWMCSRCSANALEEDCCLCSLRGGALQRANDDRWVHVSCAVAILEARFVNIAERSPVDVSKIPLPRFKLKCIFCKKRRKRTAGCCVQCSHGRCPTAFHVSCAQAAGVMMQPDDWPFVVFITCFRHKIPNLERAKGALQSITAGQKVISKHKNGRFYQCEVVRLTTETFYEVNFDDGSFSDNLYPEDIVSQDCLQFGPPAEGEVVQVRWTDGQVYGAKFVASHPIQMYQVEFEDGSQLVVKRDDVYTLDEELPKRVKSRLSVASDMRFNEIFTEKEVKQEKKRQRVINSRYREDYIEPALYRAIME
PI4K2A block = PI4K2A (human) kinase inhibition; Q9BTU6; actives 0.13% (n = 420,000); activity change, negative = inhibition, % at 76.9 µM; purified PI4K2A, ADP-Glo luminescence, 1 h; hits give low values; AID 1346378; in the data active = activity change below about -50%; inconclusive = mostly about -30% to -49%;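 also: -100% = wells without enzyme as full effect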
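ADP-Glo luminescence measured ADP generated by PI4K2A enzyme (4 ug/mL before mixing) with 1.2 mM PI substrate (pre-mix) and 300 microM ATP (pre-mix). Tris pH7.5 buffer with MgCl2, Triton X-100; 1 h reaction at ambient temperature.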
G9a block = G9a (human) methyltransferase inhibition. Q96KQ7. G9a H3K9 monomethylation, AlphaScreen, 2 h. Potency, µM (top dose mostly 102 µM), for the others: at the highest dose activity, negative = inhibition, actives largely listed as inhibitors. actives 8.8% (n = 350,000). AID 504332; also: potency is read from the fitted curve at half-maximal effect; % is scaled to controls: 0 for no effect and ±100 for the full control effect; nearly all actives have a fitted effect of over 75% in size
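Step 1: enzyme (final 20 nM) with compound, 15 min RT. Step 2: substrate peptide 500 nM and SAM 20 uM, 2 h RT. Step 3: anti-H3K9me1 antibody and AlphaScreen beads, 10 min, then plate read.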
ALOX12 inh = ALOX12 (human) lipoxygenase inhibition; P18054; purified 12hLO, xylenol orange hydroperoxide absorbance; Potency, µM (highest dose often 108 µM), for the others: at the highest dose activity change, negative = inhibition, hits mostly inhibitors; actives 1.1% (n = 580,000); AID 1671190; also: potency is read from the fitted curve at half-maximal effect; % is scaled to controls: 0 for no effect and ±100 for the full control effect
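Purified human 12hLO at 150 nM in 25 mM Hepes, 0.01% Triton X-100, pH 7.0, preincubated 15 min at room temperature with compound. Reaction started with 40 uM arachidonic acid, 30 min at room temperature. Hydroperoxide measured by Fe-xylenol orange, 573/405 nm absorbance ratio.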
BAZ2B block = BAZ2B (human) inhibition | Q9UIF8 | AlphaScreen BAZ2B-H3K14Ac peptide displacement | Potency, µM (doses to about 114 µM), for the others: at the top dose activity change, negative = inhibition, most hits filed as inhibitors | actives 4.4% (n = 360,000); also: potency is read from the fitted curve at half-maximal effect; % is scaled to controls: 0 for no effect and ±100 for the full control effect; nearly all actives have a fitted effect of over 60% in size
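AlphaScreen displacement: compounds (up to 110uM) incubated 30 min at room temperature with a preformed 50 nM BAZ2B/50 nM biotinylated H3K14Ac peptide complex in PBS pH 7.4 with Tween-20. Donor and acceptor beads at 10 ug/mL final added, 20 min light-protected before reading.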
HP1b binding inh = inhibitors of HP1-beta chromodomain binding to methylated histone tails; P83916; AlphaScreen HP1-beta / biotin-H3K9me3 peptide binding; Potency, µM (highest dose often 114 µM), inactives show at the top dose activity change, negative = inhibition, usual class: inhibitors; actives 0.56% (n = 390,000); also: potency is read from the fitted curve at half-maximal effect; nearly all actives have a fitted effect of over 70% in size; inactives centre near 23
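HP1-beta protein (50 nM final) preincubated 30 min at room temperature with biotinylated H3(1-18)K9me3 peptide (50 nM) in PBS pH 7.4, 0.01% Tween-20, then compound added for 30 min. AlphaScreen streptavidin donor/nickel chelate acceptor beads (10 ug/mL final), 30 min dark, luminescence read.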
ERG Ets-DNA blk = ERG Ets/DNA interaction inhibition | Potency, µM (series often up to 76.9 µM), for inactives: at the highest dose FP activity, negative = inhibition, most hits filed as inhibitors | actives 0.028% (n = 370,000) | fluorescence polarization, His-ERG Ets domain / labelled DNA | P11308; active = well fitted inhibition curve with a large enough effect in the polarisation, with a control signal flat; inconclusive = small, poorly fitted or top-dose-only effect, or effect the other way, or a change in a side signal; inactive = no such curve, though single readings can be large or run the other way; the % refers to the polarisation;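 also: polarization taken with two DNA probes labelled with fluorescein and Texas red; potency is read from the fitted curve at half-maximal effect; % of control where 0% means no effect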
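His-tagged ERG Ets domain (1 uM in the protein solution; 300mM KCl, 50mM Tris-HCl, 1mM EDTA, 1mM DTT, pH 7.5) received compound, then a probe mix of 5 nM fluorescein-DNA and 100nM Texas-615-DNA. Fluorescence polarization was read for both dyes.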
Active calls of the source: *; ? = inconclusive; . = no result given; & = joins results of further samples; [ ] = another dose, or the depositor's remark. Unless noted, calls follow the shape of the dose curve; as a rule, active = well fitted curve in the direction sought with a large enough effect; inconclusive = small, poorly fitted or top-dose-only effect, or another doubt; inactive = no such curve, though single readings can be large; an effect the other way counts as inactive or inconclusive. An excerpt; the hit share may differ from the screen's.

SMILES	RGS4 inh	GLS inh	JMJD2A Tudor inh	PI4K2A block	G9a block	ALOX12 inh	BAZ2B block	HP1b binding inh	ERG Ets-DNA blk
Cc1nc(SCC(=O)N(CC(C)C)C2CCS(=O)(=O)C2)c2c(C)c(C)sc2n1 (configuration not stated)	-24%	-1%	-7%	-4	12%[12.7 µM]	204%[activator]	3%	20%	-12%
COC(=O)c1cccc(NC(=O)c2cnn(C)c2)c1	21%	-6%	-2%	-2	.	91%[activator]	.	12%	72%[activator]
Cc1nnc(SC(C)C)n(N)c1=O	-5%	59%[activator]	-1%	-3	?	6%	-1%	20%	-3%
Cc1ccc(-c2nn(CCC(=O)O)cc2/C=C\C(=O)c2ccc(Br)cc2)cc1	?	-11%	?	2	25µM*	-33%	?	24%	2%
CCOC(=O)C1=C(CNCc2ccc(C)cc2)NC(=O)NC1c1cc(C)ccc1C (configuration not stated)	-5%	3%	-35%	-6	3%[59 µM]	?	-30%	19%	5%
COc1ccc(-c2csc(Cc3nc(O)cs3)n2)cc1	-1%	-5%	-25%	0	4%	-6%	?	183%[activator]	0%
COC(=O)c1ccc(SCc2ccccc2)nc1	15%	-2%	109%[activator]	0	.	8%	.	167%[activator]	-5%
CCc1n[nH]c(=O)n1Cn1c(CC)n[nH]c1=O	-21%	-11%	0%	3	14%	-12%	-2%	47%	2%
CCn1c2ccccc2c2cc(/C=N/NC(=O)c3ccccc3C)ccc21	22%	11%	-3%	-2	16%[59 µM]	-7%	1%	26%	-1%
CCOC(=O)C(NC(C)=O)(Nc1ccc(S(=O)(=O)Nc2cc(C)nc(C)n2)cc1)C(F)(F)F (configuration not stated)	11%	-11%	5%	5	-23%	-22%	-3%	47%[activator]	-21%
CC(C)(C)OC(=O)N1CCC(NC(=O)c2nc[nH]c2C(=O)NCC(=O)OCc2ccccc2)CC1	-41%	0%	-26%	1	-16%	2%	-1%	34%	-4%
Cc1noc(C)c1S(=O)(=O)N1CCCC(C(=O)Nc2ccc(C(C)C)cc2)C1 (configuration not stated)	-1%	-6%	-18%	-1	-5%[59 µM]	-7%	.	16%	6%
CCNC(=O)N1CCN(C(=O)NCC)CC1	12%	1%	-12%	-1	4%	-17%	-3%	47%[activator]	6%
COc1cccc(C(=O)NCCSCc2ccccc2Cl)c1	4%	0%	5%	-6	35%	18%	2%	46%[activator]	17%
O=C(O)/C=C/c1cccc(NC(=O)c2ccc(Cl)cc2)c1	-15%	9%	-14%	-3	.	4%	4%	38%	-6%
O=C1NCCN1Cc1ccc(F)cc1	4%	0%	1%	-1	2%	0%	-4%	31%	8%
COc1cccc(/C(O)=C2/C(=O)C(=O)N(CCN3CCOCC3)C2c2cccnc2)c1 (configuration not stated)	-11%	3%	-3%	-9	?	?	?	39%	2%
Cc1ccc(NC(=O)CSc2ncn[nH]2)cc1C	1%	-1%	?	-3	0%[59 µM]	?	?	-4%	10%
Cc1ccc(OCC(=O)N2CCc3ccccc3C2)c(C)c1	15%	1%	20%	4	.	-21%	10%	34%	1%
Cc1nn(-c2ccccc2)c(C)c1NC(=O)COC(=O)Cc1ccccc1F	2%	2%	2%	4	-47%[0.501 µM]	-2%	1%	24%	3%
Cc1onc(-c2ccccc2)c1C(=O)N1CCCc2ccccc21	-34%	-2%	5%	-6	19%[59 µM]	-28%	.	27%	-1%
Cc1oc2cc3oc(=O)c(CC(=O)N[C@H](C(=O)N[C@@H](C(=O)O)c4ccccc4)C(C)C)c(C)c3cc2c1C	-3%	-2%	-23%	-7	.	-9%	4%	24%	0%
Cc1ccc(S(=O)(=O)N2C(=O)CCC2C(=O)NCc2ccco2)cc1 (configuration not stated)	-10%	-5%	-8%	-2	-5%[12.7 µM]	-12%	1%	25%	3%
COc1cc(NC(=O)COC(C)=O)cc(OC)c1OC	6%	9%	-10%	-3	0%	-11%	-4%	15%	-4%
COc1ccccc1N(C)S(=O)(=O)c1ccc(C(=O)Nc2nccs2)cc1	-19%	-14%	-20%	7	-18%[12.7 µM]	3%	-3%	41%[activator]	6%
CC(=O)c1cccc(S(=O)(=O)N2CCC(n3nnc4cc(F)ccc43)CC2)c1	-20%	-6%	-4%	6	?	0%	-7%	29%	4%
O=c1[nH]cnc(O)c1C(c1ccc2c(c1)OCO2)c1c(O)nc[nH]c1=O	18%	25%	-18%	-1	50µM*	-11%	-18%	16%	3%
CC(NC(=O)c1c2c(nc3ccccc13)C(=O)N(C1CCCCC1)C2)c1ccccc1 (configuration not stated)	-4%	-6%	-25%	-2	-3%[59 µM]	?	-19%	-3%	-2%
N#C/C(=C/c1ccc(-c2ccc(Br)cc2)o1)C(=O)NC1CCCCC1	-25%	-13%	8%	0	23%[59 µM]	?	2%	24%	-2%
Cn1c(N)cc(=O)n(Cc2ccccc2)c1=O	-3%	-3%	1%	0	-10%	-11%	-4%	28%	-5%
Cc1ccc(-n2ncc(C(=O)NCCc3ccccc3)c2C2CCN(C(=O)OC(C)(C)C)CC2)c(C)c1	-9%	0%	-32%	2	-35%[59 µM]	?	0%[57.1 µM]	-5%	1%
COc1ccc2nc(N(Cc3cccnc3)C(=O)C3COc4ccccc4O3)sc2c1 (configuration not stated)	-33%	2%	-17%	4	?	0%	-34%	27%	-6%
COc1ccc(Cl)cc1C(=O)Nc1ccc(N(C)C(C)=O)cc1	-4%	6%	-14%	0	24%[59 µM]	0%	-1%	23%	15%
COc1cccc(CNC(=O)c2ccc(NC(=O)N3CCCCc4ccccc43)cc2)c1	12%	1%	-18%	-3	-6%[59 µM]	-26%	0%	-1%	3%
CCN(CC)C(=O)CSc1nnc(CSc2ncccn2)n1C	-13%[11.4 µM]	-1%	1%[11.4 µM]	-6	13%[12.7 µM]	-7%	4%	38%[activator]	-3%
CCOc1cc(-c2n[nH]c(=S)n2Cc2ccccc2)ccc1OC(F)F	-32%	-2%	-30%	4	?	?	-10%	13%	8%
Cc1ccc(-c2onc(C)c2C)cc1S(=O)(=O)N1CC(C)Oc2ccccc21 (configuration not stated)	3%[56.9 µM]	-1%	-5%	-4	21%	-12%	-14%	60%[activator]	-3%
O=C1/C(=C/c2ccc([N+](=O)[O-])cc2)C=C(c2ccccc2)N1c1ccc(O)cc1	-25%	5%	?	11	?	?	10µM*	?	0%
O=C(Nc1noc2ccccc12)c1cccc(Cl)c1Cl	5%	5%	-14%	-16	-1%[59 µM]	?	0%	21%	-3%
O=C(NCCN1CCOCC1)C1CCC(=O)N1Cc1ccc(F)cc1 (configuration not stated)	-11%	1%	-12%	-1	-1%	24%	2%	18%	2%
C=CCOC(=O)C1=C[C@H](c2cn(C(C)=O)c3ccccc23)C[C@H](OCc2ccc(CO)cc2)O1	3%	8%	?	-2	1%[12.7 µM]	40µM*	-35%	16%	5%
Cc1noc(C)c1S(=O)(=O)Nc1ccc2c(c1)C(=O)N([C@H](C)CO)C[C@H](C)[C@@H](CN(C)C(=O)NC1CCCCC1)O2	12%	2%	-17%	-1	.	0%	.	33%	4%
CS(=O)(=O)NC1c2cccc3cccc(c23)C1Sc1nncn1/N=C/c1ccco1 (configuration not stated)	-11%	0%	-21%	2	1%	-8%	13%	25%	0%
O=C(COc1ccccc1)Nc1ccccc1NS(=O)(=O)c1cccs1	-18%	-10%	1%	1	-8%	-3%	-28%	51%[activator]	-4%
CC(=O)Nc1ccc(NC(=O)Cn2nc(C(=O)Nc3ccc(C)cc3)ccc2=O)cc1	4%&-11%	-5%&-8%	6%&-16%	-1&0	18%&10%[59 µM]	0%&2%	-14%&-6%	28%&54%	4%&2%
CS(=O)(=O)N1CCC(C(=O)Nc2ccc3c(c2)OCO3)CC1	4%	0%	2%	-1	18%[59 µM]	2%	7%	19%	.
COCCN1C(=O)C(CC(=O)Nc2ccc(C(C)=O)cc2)SC1=Nc1ccccc1 (configuration not stated)	7%	-5%&1%	-7%	9&2	6%	-1%&0%	3%	40%&42%[activator]	-1%&0%
CCOC(=O)c1c(CSCc2ccccc2)oc2ccc(O)c(CN(C)C)c12	-9%	17%	-29%	10	.	?	-38%	9%	-8%
COc1ccc(CC(=O)OCC(=O)Nc2cc(Cl)ccc2C)cc1	-2%	-13%	10%	-4	.	-6%	.	43%[activator]	-10%
Cc1cc(C)cc(NC(=O)c2ccccc2NC(=O)CCC(=O)O)c1	-29%	5%	-11%	2	-51%[59 µM]	26%	4%	21%	-4%

Individual results from the entries so far:
CCOC(=O)c1c(CSCc2ccccc2)oc2ccc(O)c(CN(C)C)c12 @ PI4K2A block: 10
COCCN1C(=O)C(CC(=O)Nc2ccc(C(C)=O)cc2)SC1=Nc1ccccc1 (configuration not stated) @ ERG Ets-DNA blk: -1%&0%

Three compounds out of the list above, ordered by their value in PI4K2A block, ascending.
smiles | PI4K2A block
COc1ccc(CC(=O)OCC(=O)Nc2cc(Cl)ccc2C)cc1 | -4
CS(=O)(=O)N1CCC(C(=O)Nc2ccc3c(c2)OCO3)CC1 | -1
O=C(COc1ccccc1)Nc1ccccc1NS(=O)(=O)c1cccs1 | 1

From PubChem
